CCHF vOTU inh = CCHFV vOTU protease inhibition | Pep-AMC fluorescence | inhibition, % at 11.5 µM | 370,000 compounds, 0.55% hits | AID 651958; in the data active = inhibition above about 30%; note: 0% = vehicle wells with enzyme and 100% = no enzyme wells
Rv3671c inh = inhibits the M. tuberculosis serine protease Rv3671c; P9WHR9; inhibition, % at 5.96 µM; 320,000 compounds, 0.048% hits; AID 2606; in the data active = inhibition above about 38%;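 note: extracellular domain of Rv3671c used as enzyme; 0% = enzyme with DMSO and 100% = no enzyme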
SSB-PriA inh = blocks PriA binding to SSB C-terminal tail | 430,000 compounds, 0.6% hits | AlphaScreen SSBct-PriA binding, biotinylated peptide | inhibition, % at 33 µM; in the data active = inhibition mostly above about 37%, no sharp cut-off; inactive = mostly below about 20%;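 note: plate controls were negative control peptide for no effect and reference peptide for full effect; strong numbers were not always called active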
BoNT F protease = BoNT F light chain protease inhibition. Multiplex microsphere protease cleavage assay, flow cytometry. inhibition, % at 10 µM. 360,000 compounds, 0.22% hits. AID 588497; in the data active = inhibition above about 35%, passing the limit was not always enough; note: plate controls were buffer without enzyme for full effect and enzyme alone for no effect
MazEF act = MazEF (E. coli) toxin RNase activation | P0AE70 | FAM/BHQ RNA-DNA oligo cleavage fluorescence, 5 h | activation, % at 20 µM | 350,000 compounds, 0.32% hits; in the data active = activation above about 50%
Target sequence (P0AE70 whole entry, looked up): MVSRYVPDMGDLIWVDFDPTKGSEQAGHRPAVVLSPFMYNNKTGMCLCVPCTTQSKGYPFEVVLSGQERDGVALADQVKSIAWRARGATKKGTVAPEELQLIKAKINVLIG
BoNT A protease = blocks Botulinum neurotoxin A light chain protease; 360,000 compounds, 0.17% hits; inhibition, % at 10 µM; multiplex microsphere protease substrate cleavage, flow cytometry; AID 588499; note: plate controls were buffer without enzyme for full effect and enzyme alone for no effect
VHR inh abs = DUSP3 (human) phosphatase inhibition; P51452; recombinant VHR phosphatase, pNPP absorbance; inhibition, % at 13.3 µM; 290,000 compounds, 0.52% hits; AID 1654; in the data active = inhibition above about 50%; note: some compounds called inactive have numbers as strong as hits
PrPC TRFRET = cell surface PrPC inhibition, primary TR-FRET screen; AID 720596; 370,000 compounds, 0.43% hits; inhibition, % at 13.8 µM; TR-FRET read-out; in the data active = inhibition above about 24%; note: 0% = median of the test wells and 100% = reference compound wells
3CLpro inhibitor = SARS-CoV 3CLpro protease inhibition. 290,000 compounds, 0.14% hits. AID 1706. inhibition, % at 6 µM. P0C6X7. recombinant SARS-CoV 3CLpro, quenched FRET peptide cleavage; in the data active = inhibition above about 12%
Anthrax LF prot = anthrax lethal factor protease inhibition. P15917. multiplex microsphere protease cleavage assay, LF. inhibition, % at 10 µM. 360,000 compounds, 0.12% hits. AID 588501; note: plate controls were buffer without enzyme for full effect and enzyme alone for no effect
Target sequence (P15917 whole entry, looked up): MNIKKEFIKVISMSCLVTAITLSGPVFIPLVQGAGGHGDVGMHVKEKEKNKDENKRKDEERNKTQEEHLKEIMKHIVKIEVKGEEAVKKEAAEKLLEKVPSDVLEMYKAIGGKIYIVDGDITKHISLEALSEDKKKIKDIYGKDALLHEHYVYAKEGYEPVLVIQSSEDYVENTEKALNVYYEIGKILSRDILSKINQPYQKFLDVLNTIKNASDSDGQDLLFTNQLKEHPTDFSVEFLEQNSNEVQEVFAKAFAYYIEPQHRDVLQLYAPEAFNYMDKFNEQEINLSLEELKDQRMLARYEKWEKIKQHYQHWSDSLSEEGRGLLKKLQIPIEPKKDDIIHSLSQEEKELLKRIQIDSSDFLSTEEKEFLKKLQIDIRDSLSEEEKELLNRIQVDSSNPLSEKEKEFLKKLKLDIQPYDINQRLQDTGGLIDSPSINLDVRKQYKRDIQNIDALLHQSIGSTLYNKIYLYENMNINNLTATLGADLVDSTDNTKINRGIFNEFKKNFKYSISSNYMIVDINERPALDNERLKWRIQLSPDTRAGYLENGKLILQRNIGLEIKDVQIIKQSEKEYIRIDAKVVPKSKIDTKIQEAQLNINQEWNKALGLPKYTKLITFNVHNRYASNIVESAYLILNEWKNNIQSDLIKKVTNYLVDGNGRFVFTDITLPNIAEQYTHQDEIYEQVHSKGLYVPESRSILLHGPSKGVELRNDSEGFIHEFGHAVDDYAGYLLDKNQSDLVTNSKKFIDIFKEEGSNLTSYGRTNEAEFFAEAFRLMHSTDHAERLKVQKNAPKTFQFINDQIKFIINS
* = called active by the depositor; . = not tested or not shown. Cut-off read from the data, not from the text of the source, unless noted: active = inhibition above about 30%; inconclusive = no clear call, values can overlap the other calls; inactive = below that. Not all compounds are listed; count on the stated rates, not on these rows.

Codes: A = CCHF vOTU inh; B = Rv3671c inh; C = SSB-PriA inh; D = BoNT F protease; E = MazEF act; F = BoNT A protease; G = VHR inh abs; H = PrPC TRFRET; I = 3CLpro inhibitor; J = Anthrax LF prot
1) O=C(Cc1ccccc1)n1nc(-c2ccccc2)nc1NCc1ccco1
  A: 1; B: 5; C: -24; D: -15; E: -3; F: -1.6; G: -20; H: 2; I: -3; J: -18

2) O=C(c1cccc(F)c1)N1CCN(C(=O)c2nn3cccnc3c2Cl)CC1
  A: 9; B: 2; C: 7; D: 0; E: 4; F: 1.3; G: -4; H: -7; I: 0; J: -2

3) NC1=NC[C@H](Cc2ccc(O)cc2)N1CCc1cccc(F)c1
  A: -7; B: 3; C: 1; D: 1; E: 6; F: 0.1; G: 22; H: -2; I: .; J: -2

4) CCS(=O)(=O)NCC(c1ccco1)N1CCN(c2ccc(F)cc2)CC1 (centres undefined)
  A: -14; B: 1; C: 6; D: 1; E: -5; F: -1.0; G: 4; H: 12; I: -3; J: -2

5) COc1ccc(C(=O)NCCCn2nc(C)cc2C)cc1S(=O)(=O)N1CCOCC1
  A: 7; B: .; C: -15; D: 8; E: 2; F: 2.3; G: .; H: 5; I: .; J: 0

6) COc1ccccc1Cn1c(CO)nc2ccccc21
  A: -5; B: 0; C: -11; D: .; E: -5; F: .; G: 33; H: 7; I: 3; J: .

7) c1ccc(-c2sc3ccccc3c2-c2ccc(OCCN3CCOCC3)cc2)cc1
  A: .; B: 0; C: 11; D: -7; E: 1; F: -0.1; G: .; H: .; I: .; J: -5

8) O=C(Oc1ccc(/C=N/NC(=O)c2ccccc2F)cc1)c1ccccc1
  A: 9; B: -2; C: .; D: 7; E: -4; F: 2.1; G: 32; H: -7; I: 7; J: 0

9) CCCN(C(=O)COC(=O)c1nc2nccc(C)n2n1)C1CCS(=O)(=O)C1 (centres undefined)
  A: 0; B: .; C: -15; D: -1; E: 3; F: -0.1; G: .; H: 4; I: .; J: -10

10) Cc1[nH]n(-c2ccccc2)c(=O)c1/C=N/NC(=O)c1ccc(O)cc1O
  A: .; B: 15; C: .; D: -2; E: -2; F: -0.4; G: 2; H: .; I: 1; J: -8

The list continues.
Codes: A = CCHF vOTU inh; B = Rv3671c inh; C = SSB-PriA inh; D = BoNT F protease; E = MazEF act; F = BoNT A protease; G = VHR inh abs; H = PrPC TRFRET; I = 3CLpro inhibitor; J = Anthrax LF prot
11) Cc1ccc(OCCN(C)C(=O)C2CCC(=O)N(Cc3ccccc3F)C2)cc1 (centres undefined)
  A: -3; B: 2; C: 5; D: -4; E: 1; F: 0.3; G: 18; H: -5; I: 5; J: -1

12) ClC(=C\c1ccccc1)/C=N/N1CCN(c2ccccn2)CC1
  A: 19; B: 4; C: .; D: -16; E: 4; F: -1.7; G: 30; H: 0; I: 1; J: -4

13) COc1ccc(OCC(=O)N/N=C/c2ccsc2)cc1
  A: 2; B: 4; C: .; D: -19; E: 2; F: -1.4; G: 0; H: -1; I: 10; J: -7

14) COC(=O)c1ccc(NC(=S)NC(=O)c2cccnc2)cc1
  A: 11; B: 3; C: 0; D: -11; E: 3; F: 3.7; G: 1; H: -2; I: -1; J: 1

15) O=C(c1cc(-c2ccco2)on1)N1CCN(C(c2ccccc2)c2ccccc2)CC1
  A: 12; B: -8; C: 7; D: 2; E: -31; F: 4.2; G: 19; H: -2; I: -1; J: -6

16) COc1ccccc1-n1c(O)c(C=NCc2ccc3c(c2)OCO3)c(=O)[nH]c1=O
  A: 4; B: -40; C: -9; D: .; E: -12; F: .; G: 13; H: 12; I: -2; J: .

17) COc1ccc(N2CCN(S(=O)(=O)c3ccc(OC)c(C(=O)N4CCCCC4)c3)CC2)cc1
  A: 7; B: 2; C: 9; D: 0; E: 6; F: -1.9; G: 17; H: -5; I: 4; J: -10

18) Nc1cc(C2CCCC2)nn1-c1ccccc1
  A: -2; B: 3; C: 6; D: -2; E: 5; F: -0.4; G: 11; H: 5; I: -4; J: -1

19) O=C(Nc1ccccc1Cc1ccccc1)c1oc2ccccc2c1COc1ccccc1
  A: 1; B: -14; C: -10; D: -7; E: 1; F: 0.5; G: -5; H: 4; I: 2; J: 0

20) Cc1c(Cl)cccc1N=Cc1ccc([N+](=O)[O-])s1
  A: 10; B: -31; C: -6; D: -2; E: -9; F: 0.4; G: 32; H: -9; I: 2; J: -3

As a short view, some entries already given.
Codes: A = CCHF vOTU inh; B = Rv3671c inh; C = SSB-PriA inh; D = BoNT F protease; E = MazEF act; F = BoNT A protease; G = VHR inh abs; H = PrPC TRFRET; I = 3CLpro inhibitor; J = Anthrax LF prot
19) O=C(Nc1ccccc1Cc1ccccc1)c1oc2ccccc2c1COc1ccccc1
  A: 1; B: -14; C: -10; D: -7; E: 1; F: 0.5; G: -5; H: 4; I: 2; J: 0

20) Cc1c(Cl)cccc1N=Cc1ccc([N+](=O)[O-])s1
  A: 10; B: -31; C: -6; D: -2; E: -9; F: 0.4; G: 32; H: -9; I: 2; J: -3

Part of the list above in order of count of non-hydrogen atoms, ascending:
Codes: A = CCHF vOTU inh; B = Rv3671c inh; C = SSB-PriA inh; D = BoNT F protease; E = MazEF act; F = BoNT A protease; G = VHR inh abs; H = PrPC TRFRET; I = 3CLpro inhibitor; J = Anthrax LF prot
18) Nc1cc(C2CCCC2)nn1-c1ccccc1
  A: -2; B: 3; C: 6; D: -2; E: 5; F: -0.4; G: 11; H: 5; I: -4; J: -1

14) COC(=O)c1ccc(NC(=S)NC(=O)c2cccnc2)cc1
  A: 11; B: 3; C: 0; D: -11; E: 3; F: 3.7; G: 1; H: -2; I: -1; J: 1

12) ClC(=C\c1ccccc1)/C=N/N1CCN(c2ccccn2)CC1
  A: 19; B: 4; C: .; D: -16; E: 4; F: -1.7; G: 30; H: 0; I: 1; J: -4

11) Cc1ccc(OCCN(C)C(=O)C2CCC(=O)N(Cc3ccccc3F)C2)cc1 (centres undefined)
  A: -3; B: 2; C: 5; D: -4; E: 1; F: 0.3; G: 18; H: -5; I: 5; J: -1

15) O=C(c1cc(-c2ccco2)on1)N1CCN(C(c2ccccc2)c2ccccc2)CC1
  A: 12; B: -8; C: 7; D: 2; E: -31; F: 4.2; G: 19; H: -2; I: -1; J: -6

17) COc1ccc(N2CCN(S(=O)(=O)c3ccc(OC)c(C(=O)N4CCCCC4)c3)CC2)cc1
  A: 7; B: 2; C: 9; D: 0; E: 6; F: -1.9; G: 17; H: -5; I: 4; J: -10

The list continues.
Order of results: CCHF vOTU inh | Rv3671c inh | SSB-PriA inh | BoNT F protease | MazEF act | BoNT A protease | VHR inh abs | PrPC TRFRET | 3CLpro inhibitor | Anthrax LF prot
21) CCOc1ccc(C(=O)N2CCN=C2SC)cc1OCC
  9 | 1 | -2 | 5 | 1 | -0.5 | 4 | -5 | 2 | 0
22) COc1cccc(C2c3c(oc4ccccc4c3=O)C(=O)N2CCCN2CCOCC2)c1 (centres undefined)
  -6 | 0 | -3 | -7 | 10 | -0.7 | 8 | -5 | 2 | -4
23) COC(=O)c1nnn(-c2nonc2N)c1CN1CCc2ccccc21
  -1 | 7 | 1 | -1 | -5 | -0.2 | 11 | 0 | 3 | 2
24) O=P1(N(CCCl)CCCl)NCCCO1 (centres undefined)
  -4 | -4 | -6 | -7 | 2 | -0.3 | -2 | -5 | -4 | -6
25) O=C(Nc1ccc(NC(=O)c2ccc3c(c2)OCO3)cc1)c1cccc(Cl)c1
  2 | 1 | 3 | 0 | -15 | 1.5 | . | -2 | . | -3
26) O=C(CCc1ccc(S(=O)(=O)N2CCOCC2)cc1)N1CCN(Cc2ccc3c(c2)OCO3)CC1
  -17 | -5 | -5 | 3 | 3 | 1.3 | 24 | 1 | -2 | 4
27) CCN(CC)c1nc(Nc2ccccc2)nc(Oc2ccc(=O)[nH]n2)n1
  -2 | -11 | 10 | -4 | 4 | -0.3 | -5 | -5 | 0 | -2
28) CCn1c(SCC(=O)Nc2ccc(N3CCOCC3)cc2)nnc1C1CC1
  -3 | 0 | -5 | -5 | 5 | 0.1 | . | 4 | . | 0
29) COCCN1C(=O)c2[nH]nc(-c3ccccc3O)c2C1c1ccc(OC)cc1 (centres undefined)
  -4 | 1 | 3 | . | 5 | . | 17 | 0 | 0 | .
30) CCn1c(CSc2nc3ccccc3s2)nc2ccccc21
  -8 | -21 | -7 | 2 | 1 | -0.9 | 20 | 8 | 1 | -1
31) CCC1(C(=O)OC)CCc2c(cc(OC)c3ccccc23)C1=O (centres undefined)
  . | -5 | -24 | -7 | -7 | 0.5 | 9 | . | 2 | -6
32) C[C@@H](CN1C(=O)C(=O)NC[C@@H]1Cc1ccc(O)cc1)NC(=O)Cc1ccccc1
  10 | 3 | -7 | -1 | 8 | -1.1 | 1 | 0 | 0 | -1
33) CC1(C)SC2c3ccccc3C(=O)N2[C@@H]1C(=O)O (some centres undefined)
  11 | -1 | 3 | -6 | -3 | -0.4 | -15 | -6 | -1 | 4
34) CC(O)CNC(=O)Cc1cc(=O)[nH]c(=O)[nH]1 (centres undefined)
  -8 | 5 | -6 | -5 | -4 | 0.3 | 33 | 8 | -2 | 5
35) O=C(Nc1cccc(NC(=O)c2cccs2)c1)c1ccc(F)cc1
  -9 | -17 | 1 | 0 | 1 | -1.0 | 5 | 0 | 0 | -14
36) COc1cc(NC(=O)c2cc(S(=O)(=O)N3CCc4ccccc43)cn2C)cc(OC)c1OC
  3 | 0 | 5 | -2 | 4 | 1.4 | -1 | -4 | 9 | 2
37) O=C(COC(=O)CNC(=O)c1ccccc1F)Nc1ccc2c(c1)OCCO2
  -1 | 2 | -2 | -3 | -3 | 0.4 | 30 | 3 | 4 | 1
38) CC(C)(C)OC(=O)C[C@@H]1C/C=C\C[C@@H](CC(=O)N[C@@H](CO)Cc2ccccc2)C(=O)N2CCC[C@@H]2COC1=O
  5 | 0 | . | -4 | -16 | -1.0 | . | 6 | . | -3
39) COc1ccc(N2CCC(CNC(=O)Nc3ccc(Cl)cc3)C2)cc1 (centres undefined)
  -8 | 15 | -7 | -33 | 24 | -0.2 | 52* | 7 | -1 | -20
40) COc1cc(/C=N/NC(=O)c2ccc(O)cc2)ccc1OCC(=O)Nc1cccc([N+](=O)[O-])c1
  -12 | -2 | . | 11 | 17 | 2.0 | 8 | 6 | 0 | 8
41) COC(=O)c1cccc(-n2c(C)cc(C=O)c2C)c1
  -1 | -7 | 1 | 1 | 2 | -0.2 | 2 | -4 | 2 | 1
42) CCn1c(C(=O)NCCCN2CCc3ccccc3C2)cc2sccc21
  -2 | -2 | 6 | -3 | -9 | -1.1 | 20 | -5 | 1 | -2
43) O=C(NCCCn1ccnc1)c1ccc(OCC(F)(F)F)cc1
  -1 | -5 | 2 | 6 | 2 | -1.0 | -14 | -3 | -2 | -11
44) COc1ccccc1CNC(=O)c1cccc(S(=O)(=O)N2CCN(C)CC2)c1
  9 | -4 | -29 | -6 | 6 | -1.2 | 15 | -4 | -3 | -5
45) O=C(NC1CC1)c1ccc2c(c1)N(Cc1ccc(Cl)cc1)CCS2
  -81 | 7 | 9 | 1 | 2 | 0.5 | -4 | -5 | 3 | -4
46) CN(C)/C=C/c1[nH]c(=O)[nH]c(=O)c1[N+](=O)[O-]
  21 | -5 | -5 | -7 | -8 | 0.3 | 2 | -2 | 4 | -3

Compound activity deposited in PubChem BioAssay by several laboratories.
